Screening data deposited in PubChem BioAssay by Broad Institute.
RAD52 inh: RAD52 DNA annealing inhibitors, primary screen, biochemical, FRET, single point, set 2; DNA repair protein RAD52 homolog (Homo sapiens), P43351; recombinant RAD52 DNA annealing, FRET fluorescence; inhibition, % at 18.7 µM; 360,000 tested, 0.46% active;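 active = every replicate showing at least 50% inhibition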
Target sequence (P43351 whole entry, looked up): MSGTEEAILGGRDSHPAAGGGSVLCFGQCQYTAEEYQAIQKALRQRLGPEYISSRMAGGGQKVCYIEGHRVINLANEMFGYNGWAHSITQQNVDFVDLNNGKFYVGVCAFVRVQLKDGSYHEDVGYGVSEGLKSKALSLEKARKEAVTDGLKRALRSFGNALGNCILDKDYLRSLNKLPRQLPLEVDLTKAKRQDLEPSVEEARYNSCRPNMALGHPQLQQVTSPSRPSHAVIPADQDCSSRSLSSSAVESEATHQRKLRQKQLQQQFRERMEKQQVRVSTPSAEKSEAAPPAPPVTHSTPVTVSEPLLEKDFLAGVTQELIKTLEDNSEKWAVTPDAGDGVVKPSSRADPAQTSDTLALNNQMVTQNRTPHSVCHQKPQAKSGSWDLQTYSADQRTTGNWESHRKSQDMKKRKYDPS
S100A4 inh HTS: inhibitors of S100A4-myosin IIA peptide binding, primary screen, biochemical, fluorescence polarization, TAMRA-MyoIIA peptide. Protein S100-A4 (Homo sapiens), P26447. inhibition, % at 10.7 µM. 360,000 tested, 0.14% active. AID 652163, 2013;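 active = mean inhibition of at least 70% across replicates, with every replicate also reaching that level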
Target sequence (P26447 whole entry, looked up): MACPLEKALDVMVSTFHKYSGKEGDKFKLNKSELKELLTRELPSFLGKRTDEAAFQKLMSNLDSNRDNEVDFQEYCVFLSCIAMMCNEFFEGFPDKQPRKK
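System – human S100A4 monomer protein, biochemical binding assay · Buffer or medium – Calcium-containing HEPES buffer, pH 7.2 · Timing – 5 min between mix addition and reading · Also added – TAMRA-labelled myosin IIA heavy-chain peptide probe, 5 nM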
ERAP1 HTS inh: human ERAP1 aminopeptidase inhibitors, primary screen, biochemical, single point, plate reader. recombinant ERAP1, Leu-AMC fluorescence, 60 min. inhibition, % at 10.7 µM. AID 652197, 2013. 340,000 tested, 0.15% active;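 active = mean replicate inhibition of at least 30%, or all replicates individually reaching that 30% level; inactive = mean below 30% and not every replicate reaching it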;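 also: 0% = neutral control wells and 100% = L-leucinethiol positive control wells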
ERp5 inh: inhibitors of ERp5-driven insulin aggregation, primary screen, biochemical, turbidity, absorbance 650 nm, single point | Protein disulfide-isomerase A6 (Homo sapiens), Q15084 | 90 min | inhibition, % at 9.99 µM | 350,000 tested, 0.05% active | AID 651711, 2012;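 active = mean replicate inhibition above about 25%, with every replicate also reaching it, limit read from the data, passing the limit was not always enough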
Target sequence (Q15084 whole entry, looked up): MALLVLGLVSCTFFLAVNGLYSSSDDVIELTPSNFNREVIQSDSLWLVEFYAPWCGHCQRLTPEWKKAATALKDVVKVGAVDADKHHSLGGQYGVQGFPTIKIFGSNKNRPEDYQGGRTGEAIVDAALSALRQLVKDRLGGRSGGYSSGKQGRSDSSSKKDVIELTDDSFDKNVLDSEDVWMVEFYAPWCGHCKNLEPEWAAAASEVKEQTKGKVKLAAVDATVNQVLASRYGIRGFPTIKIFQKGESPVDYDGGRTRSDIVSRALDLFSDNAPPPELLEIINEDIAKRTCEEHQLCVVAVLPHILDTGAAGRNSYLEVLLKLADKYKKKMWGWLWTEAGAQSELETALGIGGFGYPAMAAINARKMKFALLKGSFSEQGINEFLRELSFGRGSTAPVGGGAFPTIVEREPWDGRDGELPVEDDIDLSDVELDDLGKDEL
esBAF inh: Bmi1 luciferase reporter increase in mESCs, primary screen, esBAF inhibitor project, mouse ES cells, Bmi1 luciferase knock-in, single point; 24 h; 100% = twice the neutral-well signal; reporter increase, % at 12.5 µM; 350,000 tested, 2% active; AID 602393, 2012; in the data active = activation above about 40%;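 also: 0% = median of the plate's neutral control wells and 100% = double that signal; a rise in the Bmi1 reporter signal indicates esBAF inhibition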
E-selectin induc: E-selectin induction in HUVECs, primary screen, imaging, HUVEC, immunofluorescence imaging, single point. activation, % at 7.58 µM. 260,000 tested, 0.37% active. AID 686992, 2013. normalized: neutral wells 0, TNF-alpha wells 100. P16581;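 active = mean E-selectin-positive cell signal at least 10% of the positive control, reached in at least 60% of replicates, without over 20% cell loss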;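 also: in these data hits start at about 27%; measured in HUVEC primary endothelial cells; signal is the percent of cells scored E-selectin positive by PE staining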
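Test system – human umbilical vein endothelial cells (HUVEC), E-selectin induction · Input – 3,000 HUVEC seeded per well · Buffer or medium – EGM-2, gelatin · Compound dosing – single-point compound dose · Detection – immunofluorescence imaging · Measure – percent E-selectin-positive cells · Controls – TNF-alpha high, DMSO low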
RAD54 branch: inhibitors of human RAD54 branch migration, primary screen, biochemical, fluorescence, single point. DNA repair and recombination protein RAD54-like (Homo sapiens), Q92698. RAD54 Holliday junction branch migration, FAM/BHQ fluorescence. inhibition, % at 10.4 µM. 360,000 tested, 0.14% active. AID 602329, 2012;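 active = mean normalized replicate activity at least 40 and at least half of replicates scoring 40 or more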;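 also: 0% = median of neutral control wells and 100% = median of positive control wells; inhibitors cause a drop in the FAM fluorescence signal; in these data hits start at about 50%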
Xi reactivation: activators of inactive X chromosome reactivation, primary screen, imaging, XiGFP fibroblasts, GFP high-content imaging, set 2. XiGFP mouse fibroblasts, % GFP-positive cells imaging, 3 d; cells co-treated with 5-aza-dC sensitizer; scaled so ellipticine positive control = 100%. activation, % at 7.58 µM. 360,000 tested, 0.055% active. AID 743238, 2013;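 active = mean normalized replicate activation at least 10% and every replicate at or above 10%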;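 also: 0% = median of on-plate neutral control wells and 100% = ellipticine 6 µM median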
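System: 68-5-11 XiGFP fibroblast line | Buffer or medium: DMEM containing 5-aza-dC | Compound: Single point | Times: Compounds 3 days, fix/stain 15 min at room temperature | Benchmarks: Positive control ellipticine, 6 µM final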
Active calls of the source: *; x = not tested or not shown; & = joins results of further samples.

SMILES	RAD52 inh	S100A4 inh HTS	ERAP1 HTS inh	ERp5 inh	esBAF inh	E-selectin induc	RAD54 branch	Xi reactivation
c1ccc(CSc2ccc(-c3cccnc3)nn2)cc1	-31.5	-1.8	7.8	-0.8	59.1*	x	-2.9	0.4
O=C(COC(=O)c1cnccn1)NCCc1ccc(Cl)cc1Cl	-5.7	0.6	0.8	-9.5	x	x	x	0.4
C[C@H](NC(N)=O)C(=O)N1CCN(S(=O)(=O)c2ccc3ccccc3c2)CC1	-0.8	2.6	3.8	-1.8	-1.7	1.1	0.2	0.0
CC1CN(C(=O)CSc2nnc(C3CCCCC3)n2N)CC(C)O1 (stereo unspecified)	-12.0	2.6	1.3	-0.5	1.1	-0.4	-10.1	-0.1
Cc1ccc(OCC(=O)N/N=C2\CC(=O)CC(C)(C)C2)c(Br)c1	-13.8	0.9	5.9	-24.6	3.1	x	0.6	0.2
CNC[C@@H]1Oc2ncc(C#Cc3ccncc3)cc2C(=O)N([C@H](C)CO)C[C@@H]1C	-32.2	-15.2	1.8	1.5	5.2	0.2	-8.2	-0.6
C[C@@H]1CN([C@H](C)CO)C(=O)Cc2cc(NC(=O)Nc3cccc4ccccc34)ccc2O[C@H]1CN(C)C(=O)NC1CCCCC1	-3.3	10.2	1.2	3.4	-3.7	-0.6	2.4	-0.1
OCCC1CN(Cc2cc(F)ccc2-n2cccn2)CCN1C1CCCC1 (stereo unspecified)	-9.3	-3.8	-1.9	-0.5	-11.8	-2.0	2.5	0.0
CS(=O)(=O)CC(=O)Nc1ccc2nc3n(c(=O)c2c1)CCCCC3	-4.9	-5.2	2.2	2.1	x	6.5	7.6	0.0
CN=c1scc(C)n1/N=C/c1cc(Br)c(O)c(OC)c1	-11.9	1.1	-0.8	0.3	-3.1	7.8	-1.0	-0.1
O=C(C[C@H]1C[C@H]2c3cc(NC(=O)NC4CCCCC4)ccc3O[C@H]2[C@@H](CO)O1)NCc1ccccn1	-12.6	11.5	-2.5	8.6	-7.2	-0.3	6.4	0.0
C[C@@H]1CN([C@@H](C)CO)C(=O)c2cccc(NS(=O)(=O)c3ccccc3)c2O[C@@H]1CN(C)S(=O)(=O)c1ccc(F)cc1	x	x	x	x	0.7	0.5	-8.8	0.3
COc1ccccc1NC(=O)C(C)OC(=O)C1CCN(S(=O)(=O)c2ccccc2C(F)(F)F)CC1 (stereo unspecified)	-4.0	-3.5	4.4	1.6	-4.9	x	0.0	0.1
O=C(Nc1ccc(Br)cc1)C1CC(O)CN1C(=O)Oc1ccccc1 (stereo unspecified)	-12.8	3.3	3.2	-0.7	-5.7	-9.5	-16.1	0.1
Cc1cccc(NC(=O)C2CCN(C(=O)NCc3ccccc3)CC2)c1C	-5.4	0.5	-1.4	-0.9	3.6	x	4.9	0.2
CCN1CC(=O)N2[C@H](C1)[C@@H](c1ccc(-c3ccccc3F)cc1)[C@@H]2CO	-13.6	-27.8	3.2	3.8	x	-0.1	x	0.1
COc1cc(/C=C/C(=O)OCC(=O)N2CCCC2)ccc1OCC#N	-3.8	16.2	10.7	-14.0	-0.4	x	2.6	0.0
CCCNC(=O)C1(C)CCCN(CCOc2ccccc2)C1 (stereo unspecified)	-3.0	-15.4	-1.7	-0.3	2.1	0.2	1.6	-0.1
COc1ccccc1-c1ccc2c(c1)O[C@H](CN(C)Cc1ccc3c(c1)OCO3)[C@@H](C)CN([C@H](C)CO)S2(=O)=O	3.0	3.3	-2.2	-1.2	-10.5	x	-3.0	0.4
COc1ccc(OCC(=O)NNC(=O)CCc2ccccc2)cc1	-8.3	-2.1	1.7	3.4	-3.3	x	-0.2	0.1

Ordered by SMILES length (falling): 3 of the compounds above.
SMILES	RAD52 inh	S100A4 inh HTS	ERAP1 HTS inh	ERp5 inh	esBAF inh	E-selectin induc	RAD54 branch	Xi reactivation
CS(=O)(=O)CC(=O)Nc1ccc2nc3n(c(=O)c2c1)CCCCC3	-4.9	-5.2	2.2	2.1	x	6.5	7.6	0.0
O=C(Nc1ccc(Br)cc1)C1CC(O)CN1C(=O)Oc1ccccc1 (stereo unspecified)	-12.8	3.3	3.2	-0.7	-5.7	-9.5	-16.1	0.1
CC1CN(C(=O)CSc2nnc(C3CCCCC3)n2N)CC(C)O1 (stereo unspecified)	-12.0	2.6	1.3	-0.5	1.1	-0.4	-10.1	-0.1

(continued)
SMILES	RAD52 inh	S100A4 inh HTS	ERAP1 HTS inh	ERp5 inh	esBAF inh	E-selectin induc	RAD54 branch	Xi reactivation
CCc1cc2c(nc1CC)CCCN2C	-10.8	30.1	16.0	4.9	x	-0.2	x	0.1
Cc1ccc(C(OCC(O)CNCc2ccc(F)cc2)c2ccccc2)cc1 (stereo unspecified)	26.1	-9.0	-6.8	1.9	3.7	0.0	11.3	0.0
Cc1ccc(S(=O)(=O)NC(=O)Nc2cc(C(C)(C)C)on2)cc1	-20.8	0.0	x	0.9	x	x	1.3	0.1
CN(C)CCCN(C(=O)C1COc2ccccc2O1)c1nc2ccc(F)cc2s1 (stereo unspecified)	32.7	1.3	0.1	-0.9	x	-0.2	x	0.1
C[C@@H]1CN([C@H](C)CO)C(=O)Cc2cc(NS(=O)(=O)c3cn(C)cn3)ccc2O[C@H]1CN(C)Cc1ccc(Oc2ccccc2)cc1	4.5	4.5	1.6	-0.1	4.4	-0.1	5.1	0.3
O=C(CCNC(=O)N1CC(=O)Nc2ccccc21)NCc1ccc(F)cc1	-24.2	-5.8	-0.9	8.1	-0.7	x	6.6	0.1
C=CCn1c(-c2sccc2C)n[nH]c1=S	0.9	-3.3	3.2	5.3	x	-2.6	x	0.3
CSC[C@H]1CN(c2ccc(Br)cc2)C(=O)[C@@H]1CC(=O)Nc1ccc(Br)cc1	-12.0	5.4	x	-7.3	-9.5	1.7	1.4	0.2
C[C@@H]1CN([C@H](C)CO)C(=O)c2cc(NS(=O)(=O)c3ccc(F)cc3)ccc2O[C@H]1CN(C)Cc1ccc(C(=O)O)cc1	1.8	-0.8	1.3	-0.7	-3.5	2.4	3.6	-1.3
Cc1cc(C)c2[nH]c3nc(SCC(=O)O)nnc3c2c1	-9.4	-1.8	4.6	1.0	4.0	0.3	-0.8	0.1
C=CCN1C(=O)C(O)(CC(=O)c2ccco2)c2cc(Br)ccc21 (stereo unspecified)	-0.8	-2.9	3.3	2.7	-11.3	x	-7.5	0.7
C[C@H]1CN([C@@H](C)CO)S(=O)(=O)c2ccc(C3=CCCC3)cc2O[C@H]1CN(C)Cc1cncnc1	5.3	12.9	-3.0	8.2	0.3	-0.2	-11.2	-0.4
COc1cccc(NC(=O)Nc2ccc3c(c2)OC[C@H](C)NC[C@H](C)[C@@H](OC)CN(C)C3=O)c1	4.9	-4.8	-4.8	-4.5	x	0.0	x	0.0
O=[N+]([O-])c1ccc(COc2cccnc2)cc1	-18.7	2.9	2.8	3.4	x	x	x	0.0
C[C@H](CO)N1C[C@H](C)[C@H](CN(C)S(=O)(=O)c2ccc(F)cc2)Oc2cc(Br)ccc2S1(=O)=O	16.9	0.9	-0.8	-0.1	-9.3	-0.1	-1.9	-0.7
COc1ccc(S(=O)(=O)Nc2ccc3c(c2)C(=O)N([C@H](C)CO)C[C@H](C)[C@@H](CN(C)S(=O)(=O)c2ccc(OC)cc2)OCCCC[C@@H](C)O3)cc1	x	x	x	x	9.1	-0.2	5.6	0.2
COc1cccc(NC(=O)C[C@H]2CC[C@@H]3[C@H](COc4ccc(NC(=O)C5CC5)cc4C(=O)N3C)O2)c1	-8.8	4.9	-0.8	-10.1	-3.6	1.3	-22.2	0.2
CCCS(=O)(=O)N1CCc2ccc(NC(=O)c3ccccc3Cl)cc2C1	-13.9	-6.1	-0.5	3.3	13.2	-0.2	1.0	0.2
CN(C)c1ccc2c(c1)[C@H]1C[C@H](CC(=O)NC3CCCC3)O[C@@H](CO)[C@H]1O2	x	x	x	x	-1.1	1.2	0.0	0.4
CCCC1=NN2C(=N)/C(=C\c3cc(C)n(Cc4ccccc4)c3C)C(=O)N=C2S1	-18.0	-11.4	3.1	-2.3	x	0.0	-2.6	0.4
c1ccc(CCc2ccncc2)cc1	-8.5	-4.2	2.9	1.2	6.6	0.2	0.1	0.1
CCC(=O)Nc1ccc2c(c1)C(=O)N(C)[C@H]1CC[C@@H](CC(=O)NC3CCCC3)O[C@@H]1CO2	-2.1	-2.9	2.7	3.3	-4.2	-0.1	3.7	0.2
Cc1cccc(N2C(=NC(=O)c3ccccc3)SC3CS(=O)(=O)CC32)c1 (stereo unspecified)	-0.2	-0.6	-3.4	4.2	-2.4	0.0	-2.1	0.0
C[C@H](CO)N1C[C@H](C)[C@H](CN(C)Cc2ccc(Oc3ccccc3)cc2)Oc2c(NC(=O)C3CCOCC3)cccc2C1=O	17.9	2.3	-1.6	0.3	3.1	167.8*	3.1	0.2
C[C@@H]1CN([C@H](C)CO)C(=O)c2cc(C#Cc3ccccc3F)cnc2O[C@@H]1CN(C)C(=O)C1CCOCC1	4.0	12.7	1.1	-2.3	6.4	0.0	5.9	0.3
O=C1C2C3C=CC(C3)C2C(=O)N1CC1CCCO1 (stereo unspecified)	-8.9	-3.6	5.7	-7.2	-10.8	x	-9.1	x
Cc1ccnc(NC(=O)c2oc3ccccc3c2C)c1	-2.4	-3.2	-1.5	-13.3	-12.1	0.1	12.2	0.3
Cc1nn(Cc2ccc(F)cc2)c2sc(C(=O)Nc3ccc(N4CCOCC4)cc3N3CCOCC3)cc12	11.7	1.7	0.1	3.6	x	x	x	-0.1
O=C1c2ccc(Cl)cc2S(=O)(=O)c2cccc(C(=O)N3CCC(Cc4ccccc4)CC3)c21	2.6	-2.1	3.5	2.2	-3.4	x	-8.0	0.1
O=C(CN1CCN(Cc2ccccc2)CC1)Nc1cccc(Br)c1	-7.5	4.1	-2.9	0.9	1.4	x	-5.4	0.0
Cc1ccccc1OCC(=O)Nc1ccc(N2CCN(C)CC2)c(Cl)c1	6.9	1.5	-0.2	2.5	17.1	0.4	-1.3	0.3
O=C(N/N=C/c1ccccc1Br)C1CC1	-8.2	-2.8	-0.4	-1.8	-4.9	0.1	-2.5	0.4
O=S(=O)(NCC1CCCO1)c1ccc(S(=O)(=O)N(Cc2ccc(F)cc2)Cc2ccco2)cc1 (stereo unspecified)	x	x	x	x	-0.1	0.0	-3.0	0.2
COCCNC(=O)c1n[nH]c2ccccc12	0.4	-0.5	-0.7	-3.5	19.1	0.9	-4.2	0.0
COc1ccc(-c2cc(C(=O)NC3CCCC3)no2)cc1	-0.5	-1.0	3.1	1.7	7.1	x	0.9	0.0
N#Cc1cccc(-c2ccc(C3[C@H]4CNC[C@@H]3N4C(=O)Nc3ccccc3F)cc2)c1 (stereo partly specified)	33.5&25.0	2.3&10.1	-4.3&-2.6	-1.4&-8.3	x	0.2&0.9	x	0.0&0.0
Cc1[nH][nH]c(=O)c1C(c1ccc(Cl)cc1)c1c(C)[nH][nH]c1=O	-2.6	2.3	-3.1	2.9	-5.7	x	4.5	0.1
